# Bioassay records from PubChem BioAssay.
# AmpC detergent: blocks E. coli AmpC beta-lactamase in detergent assay. 370,000 tested, 0.041% active. AmpC hydrolysis of nitrocefin, absorbance 480 nm, 0.01% Triton. AID 485294. P00811. Potency, µM (highest dose often 114 µM), for the others: at the highest dose activity change, negative = inhibition, most hits filed as inhibitors;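 also: potency is read from the fitted curve at half-maximal effect; 0% = no-compound wells and -100% = no-enzyme wells; nearly all actives have a fitted effect of over 25% in size; some results filed as inactive show a strong effect at the top dose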
# Target sequence (P00811 whole entry, looked up): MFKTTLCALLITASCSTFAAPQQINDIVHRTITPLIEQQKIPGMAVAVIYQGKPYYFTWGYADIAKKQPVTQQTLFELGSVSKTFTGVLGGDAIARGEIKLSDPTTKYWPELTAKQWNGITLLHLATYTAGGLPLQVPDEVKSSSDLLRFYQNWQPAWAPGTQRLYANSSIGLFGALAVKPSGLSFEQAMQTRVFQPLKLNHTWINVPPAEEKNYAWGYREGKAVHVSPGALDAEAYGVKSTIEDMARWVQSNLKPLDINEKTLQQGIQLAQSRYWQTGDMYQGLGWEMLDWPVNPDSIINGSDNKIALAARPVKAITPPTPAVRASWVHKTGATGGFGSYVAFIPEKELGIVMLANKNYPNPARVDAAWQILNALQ
#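 20 mM phosphate pH 7.0 + 0.01% (detergent screen) or 0.0001% Triton X-100; 5.3 nM AmpC reagent; cpd preinc 15 min RT; nitrocefin (800 uM stock) to start; A480 q20 s × 4 min; Activity was normalised to no-enzyme and no-compound control wells.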
# AMA1 RON2 block: AMA1-RON2 (P. falciparum) interaction inhibition; AlphaScreen AMA1-biotinylated RON2 peptide binding; Potency, µM (top dose mostly 58.2 µM), for inactives: at the highest dose activity change, negative = inhibition, actives largely listed as inhibitors; 360,000 tested, 0.2% active;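 also: potency is read from the fitted curve at half-maximal effect; 0% = vehicle wells and -100% = peptide control; nearly all actives have a fitted effect of over 45% in size; some results filed as inactive show a strong effect at the top dose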
#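 AMA1 (3D7) with his tag at 25 nM final met compounds first, then biotinylated RON2 peptide at 25 nM; detection used donor plus acceptor beads, 10 µg/mL apiece, read by AlphaScreen after 30 min at room temperature.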
# AmpC inh no detg: inhibitors of E. coli AmpC beta-lactamase without detergent; P00811; AmpC nitrocefin hydrolysis, absorbance 480 nm, 0.0001% Triton; Potency, µM (titrated, usually from 57.1 µM), for the others: at the highest dose activity change, negative = inhibition, most hits filed as inhibitors; 330,000 tested, 0.52% active; AID 485341;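 also: potency is read from the fitted curve at half-maximal effect; plate controls were no compound for no effect and no enzyme for full effect; nearly all actives have a fitted effect of over 20% in size; some results filed as inactive show a strong effect at the top dose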
#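 20 mM phosphate pH 7.0 + 0.01% (detergent screen) or 0.0001% Triton X-100; 5.3 nM AmpC reagent; cpd preinc 15 min RT; nitrocefin (800 uM stock) to start; A480 q20 s × 4 min; Activity was normalised to no-enzyme and no-compound control wells.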
# Tb PYK inh: blocks Trypanosoma brucei pyruvate kinase. Q57TT1. TbPYK enzyme, Kinase-Glo Plus ATP luminescence, 45 min. Potency, µM (top dose mostly 76.8 µM), inactives show top-dose activity, negative = inhibition, actives largely listed as inhibitors. 410,000 tested, 0.12% active. AID 624173; also: potency is read from the fitted curve at half-maximal effect; nearly all actives have a fitted effect of over 50% in size
#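 Luminescent Kinase-Glo Plus end-point after 45 min room-temperature reaction of T. brucei pyruvate kinase started with 130 uM ADP (final). Buffer TEA 50 mM pH 7.2 with KCl, MgCl2, BSA, Tween-20; titration-based qHTS with fitted concentration-effect curves.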
# HCMV inh: human cytomegalovirus inhibition; HFF cells, HCMV-luciferase reporter, 72 h; active compounds read low; activity change, negative = inhibition, % at 57.5 µM; 410,000 tested, 4.5% active; in the data active = activity change below about -60%; inconclusive = no clear call, values can overlap the other calls; inactive = above about -39%
#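 Human foreskin fibroblasts infected with luciferase-reporter HCMV at MOI 1 PFU/cell, compounds at two doses. Luciferase measured 72 h post infection; normalized to buffer-only basal and Salinomycin (10uM) controls.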
# LmPK inhibitor: blocks Leishmania mexicana pyruvate kinase activity. purified LmPK, Kinase-Glo ATP luminescence, 1 h. Potency, µM (top dose mostly 57.5 µM), without a hit: at the highest dose activity change, negative = inhibition, most hits filed as inhibitors. 290,000 tested, 0.37% active. AID 1721; also: potency is read from the fitted curve at half-maximal effect
# Target sequence (Q27686 whole entry, looked up): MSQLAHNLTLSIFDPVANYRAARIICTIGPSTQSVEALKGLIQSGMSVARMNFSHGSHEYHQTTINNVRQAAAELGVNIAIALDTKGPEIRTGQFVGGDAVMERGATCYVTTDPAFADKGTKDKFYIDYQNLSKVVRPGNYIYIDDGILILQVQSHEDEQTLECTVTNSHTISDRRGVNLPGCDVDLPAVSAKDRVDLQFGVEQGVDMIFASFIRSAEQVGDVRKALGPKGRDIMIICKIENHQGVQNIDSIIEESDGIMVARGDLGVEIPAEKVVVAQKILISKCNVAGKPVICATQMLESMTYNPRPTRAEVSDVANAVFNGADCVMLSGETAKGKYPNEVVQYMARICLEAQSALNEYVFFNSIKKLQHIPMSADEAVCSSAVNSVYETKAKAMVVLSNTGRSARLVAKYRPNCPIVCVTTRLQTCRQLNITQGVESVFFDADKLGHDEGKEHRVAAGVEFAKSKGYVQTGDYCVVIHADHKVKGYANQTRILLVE
#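 Purified LmPK (0.1 nM) with 0.5 mM PEP and 0.1 mM ADP in imidazole buffer pH 7.2 with MgCl2/KCl, 1 h at room temperature. ATP formed was read by luciferase luminescence and normalized to no-enzyme and uninhibited controls.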
# Sm TGR block: inhibitors of Schistosoma mansoni thioredoxin glutathione reductase; purified TGR, DTNB reduction, TNB absorbance 405 nm; Potency, µM (top dose mostly 114 µM), for the others: at the highest dose activity change, negative = inhibition, most hits filed as inhibitors; 360,000 tested, 3% active; also: potency is read from the fitted curve at half-maximal effect; nearly all actives have a fitted effect of over 60% in size
#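 TGR 20 nM + NADPH 100 uM (dispensed conc.), cpd preinc 15 min RT; start with NADPH (500 uM addition) then DTNB (15 mM addition). Kinetic TNB absorbance, 405 nm filter. Four-parameter Hill fit across titration.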
# * hit, by the source's call; ? = inconclusive; · = not tested or not shown; & = joins results of further samples; [ ] = another dose, or the depositor's remark. Unless noted, calls follow the shape of the dose curve; as a rule, active = well fitted curve in the direction sought with a large enough effect; inconclusive = small, poorly fitted or top-dose-only effect, or another doubt; inactive = no such curve, though single readings can be large; an effect the other way counts as inactive or inconclusive. Unless noted, % is scaled to controls: 0 for no effect and ±100 for the full control effect. An unsorted share of the library; 7.4% or so of the library scored in one or more.
structure | LmPK inhibitor | Tb PYK inh | Sm TGR block | AmpC detergent | AmpC inh no detg | HCMV inh | AMA1 RON2 block
CC1CC(NC(=O)c2c(O)nc3sccn3c2=O)CC(C)(C)C1 (stereo not given) | · | -2% | -3% | -14% | -13% | ? | 62%[activator]
CN(C(=O)COc1ccc2ccc(=O)oc2c1)C1CCS(=O)(=O)C1 (stereo not given) | -3% | -2% | ? | 3% | -19% | ? | 0%
O=c1c2ccccc2nc(/C=C/c2ccc(Br)cc2)n1CCO | · | 2% | · | · | · | -37 | -16%
CCOc1ccc(OCC)c(Nc2cc(C)nc3nc(C)nn23)c1 | -5% | -1% | 0% | ? | 1% | -5 | 14%
COc1ccc([N+](=O)[O-])cc1N(CC(=O)NCCC1=CCCCC1)S(C)(=O)=O | 0% | -9% | -7% | -6% | 51% | 15 | -7%
CCCCN(C)CCCNC(=O)CN1N=C(c2ccc(OC)cc2)CCC1=O | · | 0% | 3% | 0% | · | -26 | ·
CC1=CS(=O)(=O)CC1Sc1nc2ccccc2[nH]1 (stereo not given) | 5% | 1% | -1% | 0% | -14% | 11 | -18%
COc1ccc(NC(=O)c2c(NC(=O)CCC(=O)O)sc3c2CCCCC3)cc1 | -9% | -4% | 15% | 1% | -14% | -24 | -7%
CN1CCN(C(CNC(=O)C(=O)Nc2ccc3c(c2)OCO3)c2ccc(F)cc2)CC1 (stereo not given) | · | -1% | 1% | ? | -16% | -11 | 6%
COc1cc([N+](=O)[O-])c2nc(C(=O)O)ccc2c1 | · | 2% | · | · | · | -14 | 9%
O=C(CCC(=O)OCC(=O)c1ccc(-c2ccccc2)cc1)Nc1cccc2cccnc12 | -3% | 2% | 6% | -9% | -23% | 46 | 9%
CCCCOc1ccc(C2C(=O)N(C3CCCCC3)CC(=O)N2C2CCCCC2)cc1 (stereo not given) | · | 0% | 5% | 7% | · | 52 | ·
CCn1c(C)nc2cc(C(=O)OC(C(F)(F)C(F)F)C(F)(F)C(F)F)ccc21 | 0% | 4% | -5% | ? | 377%[activator] | 1 | 3%
O=C(COC(=O)C1CCN(S(=O)(=O)c2cccc3cccnc23)CC1)c1ccc([N+](=O)[O-])cc1 | 1% | 0% | 5% | -13% | -37% | -10 | -1%
CN1C(=O)/C(=C/C=C/c2ccco2)C(=O)NC1=S | 10% | -10% | ? | 3% | -26% | 0 | ?
CCCCN(CCCC)C(=S)NC(=O)c1ccccc1Cl | 1% | 1% | 0% | -6% | -22% | -29 | 29%
CN(C)c1nc2ncn(Cc3ccccc3)c2c(=O)[nH]1 | -4% | 0% | 4% | -12% | -10% | 0 | 12%
COc1cccc(CC(=O)Nc2ccc(S(=O)(=O)Nc3nc(C)cc(C)n3)cc2)c1 | 7%[11.5 µM] | -27% | -1% | 4% | -30% | 17 | 9%
COc1ccc(CNc2ncnc3onc(-c4ccc(F)cc4)c23)cc1 | · | -2% | 1% | 0% | · | -14 | ·
COc1cc(CC(=O)Nc2cccc(SC)c2)cc(OC)c1OC | 1% | -5% | -3% | -21% | -15% | -14 | 3%
CC(=O)c1ccc(S(=O)(=O)N2CCN(c3nc4c(C)c(C)ccc4cc3C#N)CC2)cc1 | · | -1% | · | · | · | -87* | 3%
CC(C)N1CCc2c(sc(NC(=O)c3ccc(S(=O)(=O)N4CCCCC4C)cc3)c2C(N)=O)C1 (stereo not given) | -5% | 6% | -16% | 13% | 133% | ? | -11%
Cc1ccc(NC(=O)COC(=O)C2CCC(=O)N2)c([N+](=O)[O-])c1 (stereo not given) | 5% | -2% | -4% | 5% | -20% | 9 | 1%
COc1ccc(S(=O)(=O)NC2CCCC2)c(OC)c1 | 1% | -8% | 3% | -1% | -8% | -12 | 18%
COc1ccc(CCNC(=O)c2ccc3c(c2)N(Cc2ccc(C)cc2)CCS3)cc1OC | 4% | -2%&-3% | 2%&1% | 1%&3% | 8% | -32 | -9%

# Next part
structure | LmPK inhibitor | Tb PYK inh | Sm TGR block | AmpC detergent | AmpC inh no detg | HCMV inh | AMA1 RON2 block
O=C(CN1C(=O)NC2(CCCCC2)C1=O)Nc1cccc(S(=O)(=O)N2CCOCC2)c1 | -1% | -1% | 11% | -8% | -5% | 20 | 13%
Cc1ccc(C(=O)Nc2ncc(Cc3ccccc3)s2)o1 | ? | · | 0% | 2% | -38% | -8 | 16%
Cc1ccc(C(C)C)c(OCC(=O)Nn2c(C)nc3ccccc3c2=O)c1 | -3% | 6% | -2% | ? | 59% | 45 | 17%
O=C(NCCN1CCC(n2c(=O)[nH]c3ccccc32)CC1)c1ccc(C(F)(F)F)cc1C(F)(F)F | · | -2% | · | · | · | ? | -5%
COc1cc(NC(=O)CCc2nnc3ccc(NCc4ccco4)nn23)cc(OC)c1 | -5% | -1% | -26% | -5% | 79%[activator] | 5 | 14%
CCSc1oc(-c2ccco2)nc1S(=O)(=O)c1ccc(C)cc1 | 0% | 1% | 40µM* | 2% | -26% | ? | -26%
S=c1[nH]c(-c2ccccc2)cn1/N=C/c1cccnc1 | 3.5µM* | ? | 3% | -2% | -13% | 7 | 85%[activator]
CCOC(=O)c1cc2c(=O)n3ccccc3nc2n(CCOC)c1=NC(=O)c1c(-c2ccccc2Cl)noc1C | · | 3% | 1% | 6% | · | 2 | ·
CSc1nncn1/N=C/c1ccc([N+](=O)[O-])cc1 | 12% | -2% | -5% | 2% | -27% | 9 | 10%
C[N+](C)(C)C(Cc1ccccc1)C(=O)[O-] (stereo not given) | 5% | 3% | ? | 7% | -19% | 4 | -16%
O=C1CCCc2[nH]nc(-c3cccnc3)c21 | -11% | 6% | -2% | 3% | -9% | 13 | -2%
COc1ccc(CN2CCN(C3CCC3)CC2CCO)c(F)c1 (stereo not given) | 5% | -2% | 11% | 1% | 0% | 7 | 4%
C=CCNC(=O)c1oc2ccc(S(=O)(=O)N(CC)CC)cc2c1C | 2% | -6% | 8% | 5% | 3% | -23 | 12%
CCN(C(=O)c1cccc(S(=O)(=O)N2CCCCC2)c1)C1CCS(=O)(=O)C1 (stereo not given) | · | 7% | -1% | ? | -5% | -30 | -8%
CCOc1ccc(N(C)S(=O)(=O)c2ccc(-c3ccc(=O)[nH]n3)s2)cc1 | -2% | -4% | ? | 0% | -17% | 0 | 11%
CC(NS(=O)(=O)c1cccc(C(=O)N(C)Cc2ccc(N3CCOCC3)cc2)c1)c1ccccc1 (stereo not given) | · | -5% | · | · | · | 0 | 10%
COc1ccc(S(=O)(=O)Nc2c(C(=O)O)[nH]c3ccccc23)cc1 | -1% | 2% | 2% | ? | -21% | 29 | -6%
Cc1nc(SC(C)C(=O)Nc2c(C)n(C)n(-c3ccccc3)c2=O)nc(C)c1C (stereo not given) | · | -4% | -11% | 0% | -6% | 7 | 10%
Cc1ccc(NC(=O)CO/N=C(\N)c2nonc2N)cc1 | 2% | 0% | -23% | -1% | -13% | -12 | 73%[activator]
COc1ccc(CNC(=O)C2(CC3CC(c4ccccc4)=NO3)CCN(C(=O)Cc3ccc(F)cc3)CC2)cc1 (stereo not given) | · | -3% | · | · | · | -15 | -3%
O=C(CSc1nc2ccccc2c(=O)n1-c1ccccc1Cl)Nc1cccc(S(=O)(=O)N2CCOCC2)c1 | 3% | -15% | 5% | -13% | -1% | -28 | 3%
CC(C)c1ccc(CNn2cnnc2)cc1 | 0% | -7% | 0% | -11% | -19% | 18 | -3%
C[C@@H]1CN([C@H](C)CO)C(=O)CCCn2nncc2CO[C@H]1CN(C)Cc1ccc2c(c1)OCCO2 | · | -15% | · | · | · | 21 | 8%
CN1C(C(=O)Nc2ccccn2)=C(O)c2sc(Cl)cc2S1(=O)=O | 2% | 5% | 3% | ? | -28% | 62 | -5%
Cc1cc(C)c(NC(=O)c2ccc3nccnc3c2)c(C)c1 | · | 0% | 1% | -16% | -25% | -72* | 1%

# Later entries
structure | LmPK inhibitor | Tb PYK inh | Sm TGR block | AmpC detergent | AmpC inh no detg | HCMV inh | AMA1 RON2 block
COc1cccc(NS(=O)(=O)c2ccc(-c3coc(C)n3)cc2)c1 | -1% | 0% | 1% | -5% | -29% | -29 | 3%
COc1ccc(OCC(=O)OCC(=O)NCc2ccc(F)cc2)cc1 | 2% | -20% | -4% | 5% | -23% | 98 | -3%
CCOC(=O)C1(CCCc2ccccc2)CCN(C(=O)COC)CC1 | -2% | 0% | 99%[activator] | -4% | 85%[activator] | -37 | -1%
CCCS(=O)(=O)NC(=O)C1(C)CCCN(C(=O)c2ccc(SC(F)(F)F)cc2)C1 (stereo not given) | · | 0% | · | · | · | 0 | -5%
O=C(CNC(=O)c1ccccc1F)OCc1cc(=O)n2nc(C3CCCCC3)sc2n1 | · | -7% | -1% | 1% | · | 14 | ·
Cc1nn(Cc2ccc(Cl)cc2)c(C)c1NC(=O)c1ccc([N+](=O)[O-])cc1 | -3% | 1% | -8% | 1% | 0% | ? | 10%
Cc1nc2ccccc2c(=O)n1/N=C/c1ccco1 | 0% | 6% | -14% | -14% | -6% | -20 | 10%
O=C(NCc1cccc(F)c1F)C1CCC(=O)N(C2CCCCCC2)C1 (stereo not given) | 0% | 1% | 4% | -10% | 85%[activator] | -28 | 8%
COc1ccc(CNC(=O)Cn2nc(C)c3c(C)n(-c4ccc(C)cc4)nc3c2=O)cc1OC | 4% | 1% | 0% | 3% | 72%[activator] | -25 | 8%
CC(=O)N1CCN(c2ccc(NCc3ccc4c(c3)OCO4)cc2)CC1 | -4% | -11% | ? | 2% | 84%[activator] | -27 | 1%
CCN1C(=O)N[C@@H](CCc2ccccc2)[C@H](C(C)=O)[C@H]1C | -3%[11.5 µM] | -2% | · | · | · | -3 | -6%

# Part of the list above in order of molecular weight, descending:
structure | LmPK inhibitor | Tb PYK inh | Sm TGR block | AmpC detergent | AmpC inh no detg | HCMV inh | AMA1 RON2 block
COc1ccc(CNC(=O)Cn2nc(C)c3c(C)n(-c4ccc(C)cc4)nc3c2=O)cc1OC | 4% | 1% | 0% | 3% | 72%[activator] | -25 | 8%
O=C(NCc1cccc(F)c1F)C1CCC(=O)N(C2CCCCCC2)C1 (stereo not given) | 0% | 1% | 4% | -10% | 85%[activator] | -28 | 8%
CC(=O)N1CCN(c2ccc(NCc3ccc4c(c3)OCO4)cc2)CC1 | -4% | -11% | ? | 2% | 84%[activator] | -27 | 1%
CCN1C(=O)N[C@@H](CCc2ccccc2)[C@H](C(C)=O)[C@H]1C | -3%[11.5 µM] | -2% | · | · | · | -3 | -6%
